# Diaphorase inh – inhibits diaphorase or chemically oxidizes, flagging diaphorase assay artifacts; diaphorase resazurin-to-resorufin fluorescence, NADH, 16 min; bacterial (C. kluyveri) enzyme, not human; 0.69% of 190,000 active; inhibition, % at 20 µM;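 active means primary screen inhibition at 20 µM above a set limit, cut at about 50% in these data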;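 further: plate controls were DMSO with full reaction for no effect and wells lacking NADH for full effect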
#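 Detection: fluorescence of resorufin formed from resazurin, Ex 544/Em 590 nm; test system: Clostridium kluyveri diaphorase enzyme; amount: 0.14 U/mL diaphorase, enzyme working solution; times: 16-min room-temperature incubation before reading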
# TLR4-MyD88 BLA – TLR4-MyD88 interaction inhibition in cells | O00206+Q99836 | HeLa CL3-4 TLR4/MyD88 BLA complementation, FRET ratio | inhibition, % at 8.4 µM | 0.18% of 200,000 active | AID 861; in the data active means inhibition above about 25%;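 further: 0% = vehicle and 100% = reference inhibitor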
# STAT1 activator – activators of IFN-gamma induced STAT1 signaling. NIH 3T3 STAT1-luciferase reporter, luminescence; 100% = IFN-gamma alone, no compound. activation (% of control), % at 5.5 µM. 2.6% of 200,000 active;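 active means activation above the screen-wide mean activation plus 3 SD, cut at about 130% in these data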;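 further: raw ratio to IFN-gamma control signal so 100% means no change and 0% no light; values of inactives mirror those of a sister screen read the other way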
# NF-kB expr up – raises NF-kB expression in human neuronal cells; 1.6% of 190,000 active; NF-kB reporter expression; active compounds read high; fold change at 12.5 µM; in the data active means fold change above about 3.3
# FLuc inh counter – inhibits firefly luciferase, flagging false hits in luciferase inhibition screens | P08659 | ATPLite firefly luciferase biochemical luminescence, 10 min | inhibition, % at 10 µM | 1.5% of 200,000 active | AID 1006;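 active means inhibition above about 50% when tested at 10 µM, limit read from the data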
# Target sequence (P08659 whole entry, looked up): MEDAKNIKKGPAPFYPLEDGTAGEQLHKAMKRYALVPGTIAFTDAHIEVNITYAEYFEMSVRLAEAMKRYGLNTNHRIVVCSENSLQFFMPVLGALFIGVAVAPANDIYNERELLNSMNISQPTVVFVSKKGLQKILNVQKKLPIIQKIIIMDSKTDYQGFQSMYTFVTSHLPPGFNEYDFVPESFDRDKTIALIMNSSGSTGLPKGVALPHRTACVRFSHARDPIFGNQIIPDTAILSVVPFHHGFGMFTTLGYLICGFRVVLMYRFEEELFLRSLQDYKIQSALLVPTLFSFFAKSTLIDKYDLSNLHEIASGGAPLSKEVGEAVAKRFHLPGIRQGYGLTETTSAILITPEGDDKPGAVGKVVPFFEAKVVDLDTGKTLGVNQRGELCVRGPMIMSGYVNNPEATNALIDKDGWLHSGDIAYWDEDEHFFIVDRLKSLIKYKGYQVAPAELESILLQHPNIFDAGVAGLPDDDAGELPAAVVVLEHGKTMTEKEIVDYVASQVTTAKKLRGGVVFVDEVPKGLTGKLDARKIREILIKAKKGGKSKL
# G6PDH counter – inhibits Leuconostoc G6PDH, flagging false hits in G6PDH-based assays | Purified L. mesenteroides G6PDH, diaphorase/resazurin coupled fluorescence, 45 min | inhibition, % at 5 µM | 0.12% of 200,000 active | AID 1020; in the data active means inhibition above about 50%
# APP 5'UTR act – activates APP 5'UTR luciferase reporter; 1% of 190,000 active; activation, % at 2 µM; SH-SY5Y APP 5'UTR luciferase reporter, luminescence; zero percent = DMSO vehicle wells;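 active means activation above a set limit, based on mean plus 3 SD of controls, cut at about 140% in these data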; further: values of inactives mirror those of a sister screen read the other way
# APP 5UTR inh – APP translation inhibition. SH-SY5Y APP 5'UTR-luciferase reporter, luminescence. inhibition, % at 2 µM. 0.82% of 190,000 active;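 active means inhibition above a set limit, derived from the sample mean plus 3 SD, cut at about 45% in these data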; further: values of inactives mirror those of a sister screen read the other way
# FLuc act counter – firefly luciferase counter-screen for stimulation assays; P08659; ATPlite luciferase biochemical, luminescence, 10 min; 0 = ATP-free wells, 1 = DMSO control; activation factor at 10 µM; 200,000 tested, under 10 active;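 active means luciferase activation factor, scaled between plate controls, of at least 2 with compound at 10 µM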
#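 Assay system: Luciferase/luciferin detection reagent, cell-free biochemical luciferase assay / Also added: ATP substrate / Schedule: 10 min at ambient temperature / Measured by: luminescence measurement of luciferase light output / Benchmarks: low control with PBS replacing ATP, high control enzyme plus ATP without compound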
# Diaph act CS – activates diaphorase or chemically reduces, flagging diaphorase assay artifacts; Diaphorase/resazurin coupled assay, resorufin fluorescence, 16 min; active compounds read high; 1 = vehicle wells, 0 = NADH-free wells; activation factor at 20 µM; 0.005% of 190,000 active; AID 1229;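 active means diaphorase activity raised at least twofold by the compound at 20 µM; inactive means activation factor below 2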
#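 Material: Clostridium kluyveri diaphorase, purified enzyme; Quantity: enzyme 0.07 U/mL final; Medium: HEPES pH 7.4 buffer with MgCl2 and Tween 20; Dosing: single compound dose of 20 µM, 1% DMSO final; Schedule: 16 min reaction at room temperature; Measured by: red resorufin fluorescence at 544/590 nm excitation/emission.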
# Active calls of the source: *; x = no result given.
1) c1ccc(-c2cnnc(N3CCOCC3)n2)cc1
2) CCOC(=O)C(/C=C(\C#N)C(=O)OCC)=C(/N)N1CCN(c2ccc(OC)cc2)CC1
3) Cc1cc(C)cc(Oc2coc3cc(OC(=O)c4cccs4)ccc3c2=O)c1
4) CC(=O)c1cccc(NC(=O)/C=C/c2ccc([N+](=O)[O-])s2)c1
5) Cc1ccnc(NC(=O)CCc2c(C)nc3ncnn3c2C)c1
6) CSc1ccc(Cl)c(C(=O)NC2CCCC2)c1
7) Cc1nnc(SCC(=O)NC2CCCCC2)s1
8) O=C(Nc1cc(C(F)(F)F)ccc1Cl)c1cc2nc3c(c(C(F)(F)F)n2n1)CCCC3

compound no.	1	2	3	4	5	6	7	8
Diaphorase inh	7	5	3	20	4	8	-1	14
Diaph act CS	0.9	0.9	1	0.8	1	0.9	1	0.9
FLuc inh counter	5	-11	-7	-3	-9	-3	-2	18
STAT1 activator	112	93	103	88	99	102	101	105
APP 5'UTR act	9	-8	15	-81	-1	6	-2	1
TLR4-MyD88 BLA	-5	-4	-10	5	-13	0	1	8
FLuc act counter	0.9	1.1	1.1	1	1.1	1	1	0.8
G6PDH counter	6	14	0	1	13	17	14	6
APP 5UTR inh	-9	8	-16	81*	1	-6	2	-1
NF-kB expr up	1.5	1.2	1	1.2	0.84	1.1	1.1	0.57

9) O=[N+]([O-])c1ccc(N2CCN(CCO)CC2)cc1Sc1nc2ccccc2[nH]1
10) CC#CCCCC(=O)Nc1ccc(C(=O)O)cc1
11) CSc1cccc(NC(=S)N(CCCN2CCCC(C)C2)Cc2cccs2)c1 (stereo unspecified)
12) COc1cc(C(=O)NCCSc2ccc(Br)cc2)cc(OC)c1OC
13) CCOC(=O)c1c(NC(=O)CSc2nnc(-c3c[nH]c4ccccc34)n2CC)sc2c1CCCC2
14) CCOC(=O)c1c(-c2ccc(C)o2)csc1NC(=S)NC(=O)c1ccccc1Br
15) Cc1ccc2nc(C3CCCN3Cc3nc(CCC(C)C)no3)[nH]c2c1 (stereo unspecified)
16) CCOC(=O)c1ccc(NC(=O)COc2ccccc2CNCCc2ccccc2)cc1

compound no.	9	10	11	12	13	14	15	16
Diaphorase inh	30	4	4	16	11	15	-1	-49
Diaph act CS	0.7	1	1	0.8	0.9	0.9	1	1.5
FLuc inh counter	-3	-3	-4	-7	-6	-1	0	-4
STAT1 activator	95	105	105	96	103	101	94	101
APP 5'UTR act	2	-9	12	27	22	2	-3	-1
TLR4-MyD88 BLA	-7	-13	23	-6	-2	-16	-1	-3
FLuc act counter	1	1	1	1.1	1.1	1	1	1
G6PDH counter	2	5	8	-1	9	-24	6	5
APP 5UTR inh	-2	9	-12	-27	-22	-2	3	1
NF-kB expr up	1.4	0.94	0.83	1.1	0.72	1	0.87	0.86

17) Cc1nnc(Sc2cc(C(=O)NCc3ccco3)c3ccccc3n2)s1
18) CC(=O)c1ccc(Sc2nnnn2-c2ccccc2)c([N+](=O)[O-])c1
19) Cc1cc(Cl)ccc1NC(=O)Cn1cncn1
20) OC(CN1CCN(c2cccc(C(F)(F)F)c2)CC1)c1c[nH]c2ccccc12 (stereo unspecified)
21) CC(c1ccco1)N(C(=O)Nc1ccccc1)C1CCCCC1 (stereo unspecified)
22) CSc1ccccc1NC(=S)Nc1ccccc1C(F)(F)F
23) COc1ccc(C2SCC(=O)N2CCc2ccc(OC)c(OC)c2)cc1 (stereo unspecified)
24) CCc1ncc(C(O)c2cccc3ccccc23)n1C (stereo unspecified)

compound no.	17	18	19	20	21	22	23	24
Diaphorase inh	13	18	14	9	4	0	x	8
Diaph act CS	0.9	0.8	0.9	0.9	1	1	x	0.9
FLuc inh counter	-4	-4	-8	-2	-2	-7	-4	-8
STAT1 activator	95	98	90	94	100	99	73	102
APP 5'UTR act	x	38	-2	-1	-13	17	-10	2
TLR4-MyD88 BLA	-5	10	-2	-14	0	5	7	9
FLuc act counter	1	1	1.1	1	1	1.1	1	1.1
G6PDH counter	2	9	-5	5	2	13	5	6
APP 5UTR inh	x	-38	2	2	13	-17	10	-2
NF-kB expr up	1.6	3	0.96	0.93	1	1	0.79	1

# Part of the list above in order of number of heavy atoms, smallest number first:
1) c1ccc(-c2cnnc(N3CCOCC3)n2)cc1
24) CCc1ncc(C(O)c2cccc3ccccc23)n1C (stereo unspecified)
4) CC(=O)c1cccc(NC(=O)/C=C/c2ccc([N+](=O)[O-])s2)c1
18) CC(=O)c1ccc(Sc2nnnn2-c2ccccc2)c([N+](=O)[O-])c1
17) Cc1nnc(Sc2cc(C(=O)NCc3ccco3)c3ccccc3n2)s1
14) CCOC(=O)c1c(-c2ccc(C)o2)csc1NC(=S)NC(=O)c1ccccc1Br
13) CCOC(=O)c1c(NC(=O)CSc2nnc(-c3c[nH]c4ccccc34)n2CC)sc2c1CCCC2

compound no.	1	24	4	18	17	14	13
Diaphorase inh	7	8	20	18	13	15	11
Diaph act CS	0.9	0.9	0.8	0.8	0.9	0.9	0.9
FLuc inh counter	5	-8	-3	-4	-4	-1	-6
STAT1 activator	112	102	88	98	95	101	103
APP 5'UTR act	9	2	-81	38	x	2	22
TLR4-MyD88 BLA	-5	9	5	10	-5	-16	-2
FLuc act counter	0.9	1.1	1	1	1	1	1.1
G6PDH counter	6	6	1	9	2	-24	9
APP 5UTR inh	-9	-2	81*	-38	x	-2	-22
NF-kB expr up	1.5	1	1.2	3	1.6	1	0.72

# The list continues:
25) CCn1c(CCn2c3ccccc3c3ccccc32)n[nH]c1=S
26) CCCCN1C2=NCCCN2c2ccccc21
27) COc1ccc(-c2ccc3ccccc3n2)cc1OC
28) Cc1ccc(S(=O)(=O)N2CCOCC2)cc1NC(=O)COC(=O)c1n[nH]c(=O)c2ccccc12
29) COc1ccccc1Nc1nc2c(s1)CCC2
30) CCCCCNCc1cccn1C
31) CCOC(=O)C(NC(=O)c1ccccc1)(OCc1ccccc1)C(F)(F)F (stereo unspecified)
32) COc1ccc2[nH]cc(CCNC(=O)C3CCCNC3=O)c2c1 (stereo unspecified)

compound no.	25	26	27	28	29	30	31	32
Diaphorase inh	7	9	13	-2	23	8	12	22
Diaph act CS	0.9	0.9	0.9	1	0.8	0.9	0.9	0.8
FLuc inh counter	0	-5	15	-4	4	-2	-2	-8
STAT1 activator	92	99	170*	96	118	92	96	83
APP 5'UTR act	4	-2	143*	0	35	3	-2	15
TLR4-MyD88 BLA	-6	-7	7	-14	14	3	-2	-2
FLuc act counter	1	1	0.8	1	1	1	1	1.1
G6PDH counter	0	-1	6	-1	4	1	10	4
APP 5UTR inh	-4	2	-143	0	-35	-3	2	-15
NF-kB expr up	0.99	0.95	3.3*	1.1	1.2	1	1.1	1.2

33) O=C(NCc1ccc(Cl)cc1)c1ccc(COCC(F)(F)F)o1
34) CCCCOC(=O)CNc1nnc(SCC(=O)OCC)[nH]c1=O
35) Cn1c(Cc2cccs2)nnc1SC/C=C/c1ccccc1
36) Cc1sc(NC(=O)CN(Cc2ccc(F)cc2)C(=O)C(C)C)c(C(N)=O)c1C
37) Cc1ccn2c(NC3CCCC3)c(-c3ccccn3)nc2c1
38) CCc1nnc(NC(=O)CSc2nnc(-c3ccccc3O)n2CC)s1
39) CCc1c(C)[nH]c2nc3ccccc3n2c1=O
40) Cc1ccc(NC(=O)c2ccc(NCCCN3CCOCC3)c([N+](=O)[O-])c2)cc1Cl

compound no.	33	34	35	36	37	38	39	40
Diaphorase inh	19	5	14	5	3	22	9	8
Diaph act CS	0.8	1	0.9	0.9	1	0.8	0.9	0.9
FLuc inh counter	-7	-4	4	-4	-2	-8	-3	-3
STAT1 activator	97	83	100	104	104	101	104	96
APP 5'UTR act	-4	6	19	-13	-1	31	-25	-12
TLR4-MyD88 BLA	-8	3	6	-3	-3	6	-4	7
FLuc act counter	1.1	1	1	1	1	1.1	1	1
G6PDH counter	-5	0	12	12	24	2	7	0
APP 5UTR inh	4	-6	-19	13	1	-31	25	12
NF-kB expr up	1.1	1.1	0.98	0.98	1.2	0.98	1	0.36

41) CC(C)C(=O)Nc1cccc(C(=O)Nc2ccccc2C(=O)O)c1
42) CC(=O)c1cc(F)c(N2CCN(c3ccc([N+](=O)[O-])cc3F)CC2)cc1C
43) CCOC(=O)C1(Cc2ccc(O)cc2)NC(c2ccco2)C2C(=O)N(c3ccccc3F)C(=O)C21 (stereo unspecified)
44) COc1ccc(OC)c(NC(=O)CCN2CCN(c3ccccc3F)CC2)c1
45) CCN(C(=O)CSc1nc2cc(C(F)(F)F)ccc2n1Cc1ccccc1)C1CCS(=O)(=O)C1 (stereo unspecified)
46) Cc1cc(C)nc(NS(=O)(=O)c2ccc(NC(=S)NC(=O)CC(C)C)cc2)n1
47) CC1CC(C)CN(C(=O)c2ccc3c(=O)n(Cc4ccc5c(c4)OCO5)c(=S)[nH]c3c2)C1 (stereo unspecified)
48) Cc1cccc(OCCCC(=O)Nc2ccc(N3CCOCC3)cc2)c1

compound no.	41	42	43	44	45	46	47	48
Diaphorase inh	10	-5	17	-7	32	14	3	4
Diaph act CS	0.9	1.1	0.8	1.1	0.7	0.9	1	1
FLuc inh counter	61*	-5	-3	0	-3	-4	-5	-4
STAT1 activator	87	103	102	97	95	102	95	97
APP 5'UTR act	-5	-8	-13	-1	-7	2	-4	-15
TLR4-MyD88 BLA	-5	2	2	12	2	10	1	-2
FLuc act counter	0.4	1.1	1	1	1	1	1	1
G6PDH counter	-2	6	9	0	2	-1	1	-1
APP 5UTR inh	5	8	13	1	7	-2	4	15
NF-kB expr up	1.1	0.94	1.2	0.72	1.8	0.98	1.1	0.96

49) COc1cccc(C(=O)NCCSc2ccc(Br)cc2)c1
50) O=C(OCC(=O)N1CCCC1)c1cc(Br)ccc1Cl
51) O=C(N/N=C/c1ccc([N+](=O)[O-])o1)c1cc(-c2ccncc2)nc2ccccc12
52) C/C=C/c1ccc(OCCOCCOc2cccc3cccnc23)c(OC)c1
53) COc1cccc(NC(=O)CSCC(=O)Nc2ccccc2)c1
54) Nc1nnc(SCC(=O)N2CCN(c3ccccc3)CC2)n1-c1ccccc1
55) CN(CC(=O)NC1CCCCCCC1)S(=O)(=O)c1cccc2cccnc12
56) Cc1ccc(C2C(C(=O)c3sc(C)nc3C)=C(O)C(=O)N2CCN2CCOCC2)o1 (stereo unspecified)
57) O=C(C1CCN(S(=O)(=O)c2ccccc2F)CC1)N1CCc2ccccc2C1

compound no.	49	50	51	52	53	54	55	56	57
Diaphorase inh	-2	0	35	9	18	6	16	24	9
Diaph act CS	1	1	0.6	0.9	0.8	0.9	0.8	0.8	0.9
FLuc inh counter	2	-5	12	-6	-6	-10	-10	-6	-2
STAT1 activator	104	98	95	104	105	102	99	105	106
APP 5'UTR act	-9	-2	0	-4	-8	15	10	10	-6
TLR4-MyD88 BLA	2	5	2	2	-15	-5	8	7	3
FLuc act counter	1	1	0.9	1.1	1.1	1.1	1.1	1.1	1
G6PDH counter	0	-2	2	-9	-1	-4	-3	7	10
APP 5UTR inh	9	2	0	4	8	-15	-10	-10	6
NF-kB expr up	1.2	1.7	1	1.2	1.1	1.1	0.94	1.2	0.8
